Eya2 phos inh: blocks the phosphatase activity of human Eya2. AID 488837. recombinant Eya2, OMFP fluorescence dephosphorylation (OMFP is methylfluorescein phosphate). 330,000 compounds, 0.006% hits. Potency, µM (doses to about 76.9 µM), for inactives: top-dose activity, negative = inhibition, most hits filed as inhibitors. O00167; note: potency is the fitted concentration of half-maximal effect; % is set by controls: 0 for no effect and ±100 for the full control effect
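Eya2 protein (added as 0.2 uM solution) was preincubated with compound for 10 min at ambient temperature in 50 mM HEPES pH 7.5, 50 mM NaCl, 5 uM MgCl2, 0.05% BSA, 1 mM DTT. OMFP (added at 50 uM) then reacted 10 min; fluorescence read at 485/525 nm.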
Menin-MLL TR inh: inhibitors of human menin-MLL interaction, mutant MLL peptide | Menin + Texas Red MLL mutant peptide, fluorescence polarization | AID 1768 | Potency, µM (doses to about 61.6 µM), for the others: at the top dose FP activity change, negative = inhibition, usual class: inhibitors | 270,000 compounds, 0.23% hits | O00255; active = well fitted inhibition curve with a large enough effect in the polarisation, with a control signal flat, not every such curve was filed as active; inconclusive = small, poorly fitted or top-dose-only effect, or effect the other way, or a change in a side signal; inactive = no such curve, though single readings can be large or run the other way; the % refers to the polarisation; note: potency is the fitted concentration of half-maximal effect; % of control where 0% means no effect; many of its hits are not listed in these tables
ASM inhibitor: inhibitors of human secretory acid sphingomyelinase; P17405; placental ASM, HMU-PC fluorogenic substrate, 60 min; Potency, µM (highest dose often 57.5 µM), for the others: at the top dose activity change, negative = inhibition, actives largely listed as inhibitors; 340,000 compounds, 0.006% hits; note: potency is the fitted concentration of half-maximal effect
Target sequence (P17405 47-631 limits assumed): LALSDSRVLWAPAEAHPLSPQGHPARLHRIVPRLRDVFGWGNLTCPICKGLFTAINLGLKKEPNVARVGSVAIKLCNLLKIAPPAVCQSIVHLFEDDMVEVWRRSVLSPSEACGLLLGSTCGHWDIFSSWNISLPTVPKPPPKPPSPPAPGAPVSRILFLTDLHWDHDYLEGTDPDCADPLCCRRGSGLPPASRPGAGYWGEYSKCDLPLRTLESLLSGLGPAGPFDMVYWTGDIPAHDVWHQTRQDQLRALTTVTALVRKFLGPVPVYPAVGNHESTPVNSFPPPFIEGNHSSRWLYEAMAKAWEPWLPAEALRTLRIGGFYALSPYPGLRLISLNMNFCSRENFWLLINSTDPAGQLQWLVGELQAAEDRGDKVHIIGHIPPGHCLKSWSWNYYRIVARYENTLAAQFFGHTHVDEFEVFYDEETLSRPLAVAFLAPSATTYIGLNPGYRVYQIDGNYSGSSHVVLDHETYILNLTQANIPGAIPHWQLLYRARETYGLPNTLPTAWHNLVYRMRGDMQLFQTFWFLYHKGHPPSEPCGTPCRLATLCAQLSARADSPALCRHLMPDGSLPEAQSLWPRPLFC
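qHTS format. ASM enzyme prepared from human placenta hydrolyses the fluorogenic substrate HMU-PC0 (9 uM final) over 60 min at 37 °C after a 10 min compound preincubation.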
BCR signal inh: inhibitors of chronic active B-cell receptor signaling | ABC-DLBCL IkBa-CBG/CBR reporter, luminescence ratio, 4 h | Potency, µM (doses to about 46.1 µM), without a hit: top-dose ratio change, negative = lower green/red ratio, hits mostly inhibitors | 340,000 compounds, 0.05% hits | AID 493014; active = well fitted inhibition curve with a large enough effect in the signal ratio, with a control signal flat, not every such curve was filed as active; inconclusive = small, poorly fitted or top-dose-only effect, or effect the other way, or a change in a side signal; the % refers to the signal ratio;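 note: potency is the fitted concentration of half-maximal effect; plate controls were basal doxycycline-induced cells for no effect and cells given 10 µM MG132 for full effect; MG132 reads +100%, hits lower the ratio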
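Cell line TMD8 (human ABC DLBCL), stably expressing tet-inducible CBG68-IkBa fusion and CBR; IMDM/0.5% FBS; cpd up to 46 uM; dox induction, 4 h, 37C/5% CO2; dual luminescence; green/red ratio; MG132 control.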
USP2a inh: blocks human ubiquitin-specific protease USP2a; Potency, µM (series often up to 38.3 µM), without a hit: top-dose activity change, negative = inhibition, most hits filed as inhibitors; O75604; 330,000 compounds, 0.01% hits; USP2 core, Ub-CHOP2 coupled fluorogenic reporter, 485/531;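 note: potency is the fitted concentration of half-maximal effect; plate controls were DMSO wells for no effect and full inhibition by NEM control for full effect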
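Deubiquitinase activity read as fluorescence (485/531 nm) after Ub-CHOP2 cleavage activates the enterokinase reporter on its substrate; USP2 core 10nM, Ub-CHOP2 and substrate 25nM each, 30min compound preincubation then 60min RT; data normalized to NEM, curves fitted.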
hERG WT inh: blocks the wildtype human KCNH2 potassium channel. Q12809. U2OS, BacMam KCNH2, thallium flux FluxOr; stronger effect = lower value. activity change, % at 1.84 µM. 340,000 compounds, 0.37% hits. AID 720551;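 active = maximum activity change below -70%; inconclusive = maximum activity change between -70% and -50%; inactive = maximum activity change above -50%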; note: % is set by controls: 0 for no effect and ±100 for the full control effect
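U2OS cells were transduced with wild-type KCNH2 virus (2.03 x 10^8 / mL) for 4 h at room temperature, then cultured overnight at 37 C. Thallium flux was read with FluxOr dye. Rate constants were normalized to DMSO controls.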
MBNL1 CUG block: inhibitors of human MBNL1 binding to CUG repeat RNA; Q9NR56; TR-FRET MBNL1-His/biotin-(CUG)12 binding, 665/545 ratio; AID 2675; Potency, µM (top dose mostly 57.5 µM), for inactives: top-dose activity change, negative = inhibition, hits mostly inhibitors; 280,000 compounds, 0.036% hits; active = well fitted inhibition curve with a large enough effect in the signal ratio, with a control signal flat, not every such curve was filed as active; inconclusive = small, poorly fitted or top-dose-only effect, or effect the other way, or a change in a side signal; inactive = no such curve, though single readings can be large or run the other way; the % refers to the signal ratio; note: potency is the fitted concentration of half-maximal effect; % is set by controls: 0 for no effect and ±100 for the full control effect
Target sequence (Q9NR56 whole entry, looked up): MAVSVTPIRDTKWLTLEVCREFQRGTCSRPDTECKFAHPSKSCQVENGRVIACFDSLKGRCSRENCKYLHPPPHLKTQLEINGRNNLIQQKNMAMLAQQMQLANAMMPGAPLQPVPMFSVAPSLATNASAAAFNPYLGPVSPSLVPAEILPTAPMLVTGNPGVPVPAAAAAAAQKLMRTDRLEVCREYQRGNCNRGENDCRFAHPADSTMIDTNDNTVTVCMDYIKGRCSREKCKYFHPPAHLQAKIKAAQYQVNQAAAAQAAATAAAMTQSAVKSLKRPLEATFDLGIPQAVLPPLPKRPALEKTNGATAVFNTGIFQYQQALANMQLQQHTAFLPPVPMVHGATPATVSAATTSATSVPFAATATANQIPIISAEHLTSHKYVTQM
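Inhibition of protein-RNA binding appears as loss of TR-FRET between terbium anti-His antibody on MBNL1-His and streptavidin-XL665 on biotin-(CUG)12. Activity is normalized to buffer-only and uninhibited-complex controls.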
PKM2 act: PKM2 (human) enzyme activation. purified PKM2, Kinase-Glo ATP luminescence, activation; response scale: 0% is enzyme alone, no compound. 260,000 compounds, 0.34% hits. AID 1631. Potency, µM (titrated, usually from 57.5 µM), inactives show at the top dose activation, usual class: activators; note: potency is the fitted concentration of half-maximal effect; % is set by controls: 0 for no effect and ±100 for the full control effect; nearly all actives have a fitted effect of over 55% in size
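Purified hPK-M2 (>95%) run at intermediate activity with 0.1 mM ADP and 0.5 mM PEP in 50 mM imidazole pH 7.2, KCl, MgCl2; 1 h room temperature. ATP formed read by Kinase-Glo luminescence; normalized to uninhibited and no-enzyme controls.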
GALK inhibitor: inhibitors of human galactokinase | Purified GALK, Kinase-Glo residual ATP luminescence | P51570 | 270,000 compounds, 0.007% hits | Potency, µM (top dose mostly 57.5 µM), for inactives: at the highest dose activity change, negative = inhibition, usual class: inhibitors; note: potency is the fitted concentration of half-maximal effect; % is set by controls: 0 for no effect and ±100 for the full control effect
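ATP-depletion format; final 35 uM ATP, 100 uM D-galactose, 5 nM enzyme; pH 8.0 HEPES/Mg2+ buffer; 60 min RT; luminescence read 10 min after detection reagent.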
TSHR antag: blocks TSH signaling through the human TSH receptor | TSHR-expressing cells, TSH-stimulated cAMP HTRF, 2 h; stronger effect = lower value | activity change, negative = inhibition, % at 11.5 µM | P16473 | 330,000 compounds, 0.2% hits;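 active = activity change below a set negative limit, meaning inhibition stronger than a set level, cut at about -70% in these data; inconclusive = activity change between two set negative limits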; note: % is set by controls: 0 for no effect and ±100 for the full control effect
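Freshly harvested TSHR cells receive pin-tooled compound, then EC80 TSH at 4nM final. After 2 hours at 37 deg C, antibody in lysis buffer and cAMP-d2 are added; 30 minutes at ambient temperature precede the HTRF read.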
Mito fusion yeast: mitochondrial division inhibition or fusion activation. S. cerevisiae fusion-defective mutant growth rescue, CellTiterGlo 48 h. Potency, µM (top dose mostly 46.1 µM), without a hit: top-dose growth rescue (activation), usual class: activators. 320,000 compounds, 0.23% hits;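 note: potency is the fitted concentration of half-maximal effect; % of control where 0% means no effect; nearly all actives have a fitted effect of over 45% in size; temperature-sensitive fusion mutants such as fzo1-1 at 37 °C on non-fermentable ethanol glycerol medium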
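Growth-rescue viability read-out: after 48 h at the non-permissive 37C in glycerol/ethanol YPEG, yeast mitochondrial fusion mutants are measured by CellTiterGlo luminescence; compounds (23 nl pinned per well) restoring growth score as division inhibitors or fusion activators.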
Starred values were filed as active, the others as inactive; i = inactive; ? = inconclusive; . = no result given; [ ] = remark or other dose. Unless noted, calls come from the whole dose curve; as a rule, active = well fitted curve in the direction sought with a large enough effect; inconclusive = small, poorly fitted or top-dose-only effect, or another doubt; inactive = no such curve, though single readings can be large; an effect the other way counts as inactive or inconclusive. The list is partial; the hit share may differ from the screen's.

SMILES	Eya2 phos inh	Menin-MLL TR inh	ASM inhibitor	BCR signal inh	USP2a inh	hERG WT inh	MBNL1 CUG block	PKM2 act	GALK inhibitor	TSHR antag	Mito fusion yeast
CC(=O)c1cc(CC=C(C)C)c(O)c(CC=C(C)C)c1O	14%	43%[activator]	-8%	?	-2%	0	-5%	0%	-1%	-2	4%
Cn1nc(C(F)(F)F)c(-c2cccc(C(F)(F)F)c2)c1NC(=O)c1ccco1	-3%	.	0%	?	1%	0	-9%	-4%	.	-6	9%
Cc1ccc(NC(=O)C2CCCN2S(=O)(=O)c2ccc3c(c2)n(C)c(=O)c(=O)n3C)c(C)c1 (stereo not drawn)	3%	.	-2%	0%	-2%	8	-5%	-1%	5%	-5	3%
Cc1nc2ccccc2n1CCC(=O)O	-9%	0%	0%	?	4%	1	0%	-6%	1%	-10	0%
CC(=O)O/N=C(\N)Cc1ccc(-c2csnn2)cc1	-1%	.	2%	7%	1%	-6	-9%	4%	-3%	18	1%
Nc1nonc1C(=O)N/N=C/c1cc(Br)ccc1O	3%	29%	-1%	?	4%	-10	24%	-8%	-1%	7	26%
Cc1cnc(CN(C)C(=O)c2cc(COc3c(F)cccc3F)on2)[nH]1	1%	-3%	6%	1%	1%	-3	13%	-1%	7%	-11	5%
Cc1cccc(N2CC(C(=O)Nc3cccc(S(=O)(=O)N4CCCCC4)c3)CC2=O)c1C (stereo not drawn)	3%	.	-1%	2%	-7%	0	.	.	.	-23	0%
Cc1ccc(C(=O)Nc2ccccc2NC(=O)c2ccc(C)o2)o1	10%	-8%	1%	0%	3%	8	-11%	5%	-1%	-7	-2%
COc1cccc(CN2C(=O)CN(C3CCCCC3)C(=O)C2c2ccc(F)cc2)c1 (stereo not drawn)	5%	?	-4%	10%	-2%	-22	-5%	-16%	-1%	7	9%
Cc1cc(OC(C)C(=O)NCCN2CCOCC2)c2c(C)cc(=O)oc2c1 (stereo not drawn)	5%	-8%	6%	0%	-1%	3	-11%	.	2%	5	2%
NS(=O)(=O)c1ccc(CCNC(=O)NC2CCCCC2)cc1	14%	.	4%	?	-1%	-7	-9%	-3%	-5%	23	-6%
OC1(c2ccc3c(c2)OCO3)CCN(Cc2ccccn2)CC1	-15%	-4%	6%	0%	0%	26	0%	-12%	-5%	-1	1%
CCOC(=O)C1CCN(S(=O)(=O)c2ccc(-c3ccccn3)s2)CC1	-4%	.	-1%	-10%	-1%	-2	.	2%	1%	0	0%
CSc1ccc(/C=C(/NC(=O)c2ccco2)C(=O)N2CCCCCC2)cc1	-9%	?	-1%	2%	2%	-12	17%	-3%	-1%	-17	2%
CN=C1NN=C(c2cc(C)n(-c3ccc(Cl)cc3)c2C)CS1	12%	0%	0%	8%	-10%	i	8%	-1%	0%	8	-1%
CC(C)(O)C#Cc1ccc(C(=O)N2CCN(c3ccc(Cl)cc3)CC2)cc1	-2%	-21%	-2%	-3%	-11%	0	-6%	0%	6%	-3	4%
CS(=O)(=O)NN1C(=O)c2ccccc2NC1c1ccccc1 (stereo not drawn)	-27%	-16%	36%	-2%	0%	-2	-1%	3%	-3%	1	?
CCC(C)NS(=O)(=O)c1ccc(OCC(=O)NCc2cccnc2)cc1 (stereo not drawn)	8%	0%	-1%	?	1%	6	11%	-3%	-3%	-1	-3%
CN(C)c1ccc(C2C3C(=O)N(c4ccc(C(=O)O)cc4)C(=O)C3ON2c2ccccc2)cc1 (stereo not drawn)	5%	35%[activator]	-1%	?	3%	0	4%	-1%	0%	6	1%

A few values from above.
Reading for Cc1ccc(C(=O)Nc2ccccc2NC(=O)c2ccc(C)o2)o1 under Mito fusion yeast: -2%
Reading for CC(C)(O)C#Cc1ccc(C(=O)N2CCN(c3ccc(Cl)cc3)CC2)cc1 under GALK inhibitor: 6%
Reading for Cc1nc2ccccc2n1CCC(=O)O under GALK inhibitor: 1%
Reading for Cc1ccc(NC(=O)C2CCCN2S(=O)(=O)c2ccc3c(c2)n(C)c(=O)c(=O)n3C)c(C)c1 (stereo not drawn) under Mito fusion yeast: 3%
Reading for Cc1cc(OC(C)C(=O)NCCN2CCOCC2)c2c(C)cc(=O)oc2c1 (stereo not drawn) under ASM inhibitor: 6%
Reading for Nc1nonc1C(=O)N/N=C/c1cc(Br)ccc1O under Menin-MLL TR inh: 29%

Remaining list, next part:
SMILES	Eya2 phos inh	Menin-MLL TR inh	ASM inhibitor	BCR signal inh	USP2a inh	hERG WT inh	MBNL1 CUG block	PKM2 act	GALK inhibitor	TSHR antag	Mito fusion yeast
O=c1c2c(n3cnnc3n1-c1ccccc1)-c1ccccc1CC21CCCC1	0%	-10%	1%	0%	4%	-2	.	-5%	1%	-5	0%
c1ccc(NCn2cncn2)nc1	-25%	-1%	8%	-1%	0%	-1	-4%	-2%	-2%	6	2%
COc1ccc(-c2ccc([C@H]3[C@H]4C=CC[C@@H](C)[C@@H]4C(=O)N3Cc3ccccc3)c(F)c2)cc1C	-2%	.	-3%	-4%	2%	6	-2%	-2%	3%	-2	0%
CCOc1ccc2nc(SCC(=O)NC3CCS(=O)(=O)C3)[nH]c2c1 (stereo not drawn)	-7%	17%	0%	0%	1%	-16	-9%	-7%	5%	1	-4%
CCCCC(=O)NS(=O)(=O)c1ccc(N=NN(CC)CC)cc1	-1%	4%	4%	0%	0%	-11	-3%	15%	3%	2	1%
CC1=NN(C(=O)Cc2ccc(C)cc2)C(O)(c2cccnc2)C1 (stereo not drawn)	19%	.	0%	-3%	1%	-8	2%	-4%	0%	1	1%
CC(C)OC(=O)C1C(=O)CC(C)(O)C(C(=O)OC(C)C)C1c1ccccc1 (stereo not drawn)	13%	1%	-2%	6%	11%	-8	.	6%	0%	6	1%
CCC(=O)Nc1ccc2c(c1)C(=O)N(C1CCCCC1)C2=O	-2%	1%	18%	-3%	2%	6	16%	16%	0%	-7	0%
CCc1cc(=O)oc2cc(C)c(CN3CCCCC3)c(O)c12	-3%	?	3%	1%	-2%	3	-3%	4%	3%	-7	1%
COc1ccc(OCCOC(=O)c2cc(S(=O)(=O)N3CCOCC3)c(Cl)cc2Cl)cc1	-20%	.	-1%	-6%	2%	-9	.	.	.	-20	21%
Nc1ccnc(Oc2ccc(F)cc2)c1	1%	-4%	2%	?	2%	3	-14%	-3%	0%	3	1%
N#Cc1ccccc1NC1=CC(=O)CCC1	-1%	-1%	14%	-1%	0%	-5	-3%	-7%	4%	-1	-1%
COc1ccc(N2C(=O)C3C4C=CC(c5ccccc5)(C3C2=O)C2C(=O)N(c3ccc(OC)cc3)C(=O)C42)cc1 (stereo not drawn)	2%	14%	-4%	-4%	-1%	-3	-7%	0%	-1%	0	-5%

Single records (already shown). Order of values: Eya2 phos inh | Menin-MLL TR inh | ASM inhibitor | BCR signal inh | USP2a inh | hERG WT inh | MBNL1 CUG block | PKM2 act | GALK inhibitor | TSHR antag | Mito fusion yeast
Results for Nc1ccnc(Oc2ccc(F)cc2)c1 : 1% | -4% | 2% | ? | 2% | 3 | -14% | -3% | 0% | 3 | 1%
Results for CCc1cc(=O)oc2cc(C)c(CN3CCCCC3)c(O)c12 : -3% | ? | 3% | 1% | -2% | 3 | -3% | 4% | 3% | -7 | 1%

Screens: PubChem BioAssay, National Center for Advancing Translational Sciences (NCATS)
